From PubChem BioAssay
hIAP act = human IAP activators, primary screen, biochemical, luminescence, uHTS | Intestinal-type alkaline phosphatase (Homo sapiens), P09923 | purified human IAP, CDP-Star luminescence, 30 min; hits give high values; 1 = vehicle-only enzyme, 0 = enzyme-free background | activation factor at 10 µM | actives 0.16% (n = 330,000);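 active = activation factor of the enzyme at least 2-fold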; note: the source names both 10 and 20 µM as test concentration; values of inactives mirror those of a sister screen read the other way
mIAP inh = inhibitors of mouse IAP, primary screen, biochemical, luminescence, uHTS; inhibition, % at 10 µM; actives 0.2% (n = 330,000); purified mouse IAP, CDP-Star luminescence, 30 min; AID 2806, 2010; intestinal alkaline phosphatase [Mus musculus];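 active = inhibition of at least 40% at 10 µM in the primary screen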;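 note: plate controls were DMSO with enzyme for no effect and no enzyme wells for full effect; values of inactives mirror those of a sister screen read the other way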
mIAP activ = activators of mouse IAP, primary screen, biochemical, luminescence, uHTS | muIAP, CDP-Star luminescence, 30 min; hits give high values; 1 = vehicle-only enzyme signal, 0 = enzyme-free wells | activation factor at 10 µM | actives 0.24% (n = 330,000);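 active = activation factor of at least 2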; note: the source names both 10 and 20 µM as test concentration; values of inactives mirror those of a sister screen read the other way
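also added = chemiluminescent substrate CDP-Star | test system = mouse IAP enzyme | signal = chemiluminescence readout | compound = DMSO-dissolved test compounds | incubation = 30 min at room temperature | benchmarks = DMSO wells, no-enzyme wells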
NALP3 yeast inh = NALP3 inflammasome inhibitors in reconstituted yeast, primary screen, luminescence, uHTS | Yeast reconstituted NLRP3/ASC/caspase-1, beta-gal luminescence, 24 h | inhibition, % at 10 µM | actives 0.39% (n = 330,000);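 active = inhibition of 50% or more; inactive = inhibition below 50%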;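 note: plate controls were induced DMSO wells for no effect and uninduced yeast grown without galactose for full effect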
ATG4B inh = ATG4B protease inhibitors, primary screen, biochemical, fluorescence, uHTS; AID 504462, 2011; inhibition, % at 8.33 µM; actives 0.51% (n = 340,000); Cysteine protease ATG4B (Homo sapiens), Q9Y4P1; ATG4B cleavage of LC3-PLA2, NBD-HPC fluorescence, 1 h; in the data active = inhibition above about 40%
Apaf-1 inh = inhibitors of human Apaf-1 apoptosome, primary screen, biochemical, DEVD-Rh110 fluorescence, uHTS; inhibition, % at 20 µM; AID 489030, 2010; Apoptotic protease-activating factor 1 (Homo sapiens), O14727; reconstituted apoptosome caspase-3 activity; actives 0.71% (n = 330,000); active = inhibition of at least 40% at 20 µM;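 note: plate controls were DMSO wells for no effect and DEVD-CHO caspase inhibitor wells for full effect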
Target sequence (O14727 whole entry, looked up): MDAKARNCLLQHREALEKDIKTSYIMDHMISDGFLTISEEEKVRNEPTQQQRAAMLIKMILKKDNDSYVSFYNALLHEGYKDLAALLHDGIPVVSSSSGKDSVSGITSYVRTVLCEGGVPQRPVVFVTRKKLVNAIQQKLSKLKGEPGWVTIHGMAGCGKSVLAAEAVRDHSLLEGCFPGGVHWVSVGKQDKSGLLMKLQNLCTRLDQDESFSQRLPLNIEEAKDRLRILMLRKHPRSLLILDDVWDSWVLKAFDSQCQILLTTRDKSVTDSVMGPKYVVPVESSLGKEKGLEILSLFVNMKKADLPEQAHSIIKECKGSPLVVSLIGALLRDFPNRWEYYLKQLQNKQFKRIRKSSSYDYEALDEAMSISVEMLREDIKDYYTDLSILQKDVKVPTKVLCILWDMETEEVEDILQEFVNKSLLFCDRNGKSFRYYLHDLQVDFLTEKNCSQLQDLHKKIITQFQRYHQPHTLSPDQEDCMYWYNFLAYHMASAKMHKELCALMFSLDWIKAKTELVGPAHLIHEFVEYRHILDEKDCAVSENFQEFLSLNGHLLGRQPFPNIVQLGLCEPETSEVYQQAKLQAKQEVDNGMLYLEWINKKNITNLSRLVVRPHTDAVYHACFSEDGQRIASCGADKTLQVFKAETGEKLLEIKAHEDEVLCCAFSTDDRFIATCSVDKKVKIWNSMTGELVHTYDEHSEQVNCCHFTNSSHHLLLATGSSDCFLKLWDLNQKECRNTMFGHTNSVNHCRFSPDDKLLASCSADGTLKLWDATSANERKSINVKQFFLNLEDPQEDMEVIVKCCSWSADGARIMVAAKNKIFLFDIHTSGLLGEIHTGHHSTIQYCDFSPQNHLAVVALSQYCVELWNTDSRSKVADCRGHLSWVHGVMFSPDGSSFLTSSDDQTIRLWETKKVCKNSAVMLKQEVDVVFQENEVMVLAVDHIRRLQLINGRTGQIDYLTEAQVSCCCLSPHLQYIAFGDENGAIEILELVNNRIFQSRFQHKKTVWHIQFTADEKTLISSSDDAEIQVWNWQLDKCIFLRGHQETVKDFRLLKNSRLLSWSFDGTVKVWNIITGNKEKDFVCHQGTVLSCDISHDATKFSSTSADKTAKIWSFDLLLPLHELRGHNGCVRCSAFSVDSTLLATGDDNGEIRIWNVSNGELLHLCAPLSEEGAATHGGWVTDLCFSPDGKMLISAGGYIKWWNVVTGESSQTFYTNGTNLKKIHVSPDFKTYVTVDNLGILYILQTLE
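Material: reconstituted apoptosome with Apaf-1, cytochrome c, caspase-9, procaspase-3, dATP / Buffer or medium: pH 7.5 Hepes buffer with CHAPS, BSA, DTT / Also added: cytochrome c with DEVD-Rh110 / Schedule: compound with Apaf-1, dATP, procaspase-3 30 min, then 50 min reaction, room temperature / Technique: rhodamine 110 fluorescence at Ex 480/Em 540 nm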
tim10-1 inh = growth inhibitors of tim10-1 mutant yeast, primary screen, luminescence, uHTS; S. cerevisiae tim10-1 ts strain growth, BacTiter-Glo, 24 h; inhibition, % at 20 µM; actives 2.2% (n = 330,000);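 active = inhibition of at least 40%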;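 note: mutant grown at 25 °C; 0% = DMSO wells with yeast and 100% = wells holding no yeast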
TIM10 inh = growth inhibitors of isogenic TIM10 control yeast, primary screen, counter-screen for tim10-1 yeast inhibitor project, luminescence, uHTS | inhibition, % at 10 µM | AID 463195, 2010 | S. cerevisiae TIM10 strain growth, BacTiter-Glo luminescence, 24 h | actives 1.4% (n = 330,000);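 active = inhibition of 40% or more at the single tested concentration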;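 note: wild-type TIM10 isogenic control strain grown at permissive 25 °C; 0% = DMSO yeast wells and 100% = minimal medium wells without yeast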
hIAP inh = human IAP inhibitors, primary screen, biochemical, luminescence, uHTS; actives 0.12% (n = 330,000); inhibition, % at 10 µM; purified IAP, CDP-Star luminescence, 30 min; Intestinal-type alkaline phosphatase (Homo sapiens), P09923;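 active = inhibition reaching a set limit with compound at 10 µM in the primary screen, cut at about 35% in these data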;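 note: plate controls were DMSO wells with enzyme for no effect and no-enzyme buffer wells for full effect; values of inactives mirror those of a sister screen read the other way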
Active calls of the source: *; · = no result given.

Values run as follows: mIAP inh	hIAP inh	hIAP act	mIAP activ	NALP3 yeast inh	ATG4B inh	TIM10 inh	tim10-1 inh	Apaf-1 inh
COc1ccccc1-c1n[nH]c(=S)n1Cc1ccco1
→ 12	10	0.9	0.88	19	·	4	8	-5
N/C(=N\O)c1ccc(Cl)cc1Cl
→ 9	14	0.86	0.91	12	8	-3	-1	17
CCOC(=O)c1sc(N2N=C(C)/C(=C\c3ccc(OCC(=O)OC)cc3)C2=O)nc1C
→ 14	12	0.88	0.86	20	3	0	22	21
C=CCn1c(SCc2ccc(C(=O)NCCO)cc2)nc2ccccc2c1=O
→ -3	-14	1.1	1	-1	5	18	3	3
Cc1ccc(NC(=O)COc2ccc(Br)cc2C)cc1
→ -5	-2	1	1.1	25	1	-9	-24	9
C#CCOCCOCCOCCNc1nc(N2CCN(C(=O)Cn3cc(CCCCN)nn3)CC2)nc(N2CCN(C(=O)[C@H](C(C)C)n3cc(CCO)nn3)CC2)n1
→ -4	17	0.83	1	18	-10	-3	11	4
COc1ccc(N2CC(C(=O)N[C@H](C(=O)NC(C)c3ccccc3)C(C)C)CC2=O)cc1 (some centres undefined)
→ 3	-12	1.1	0.97	13	-2	9	20	2
CCOC(=O)C1CCCN(c2cc(=O)n(-c3ccccc3Cl)c(=O)[nH]2)C1 (centres undefined)
→ -1	5	0.95	1	0	-7	5	-5	-2
CCN(CC)c1ccc(/C=N/NC(=O)C(O)c2ccccc2)cc1 (centres undefined)
→ -10	-21	1.2	1.1	-3	1	-5	12	11
O=C(Nc1cnc2ccccc2c1)c1ccco1
→ 7	5	0.95	0.93	52*	-11	15	-22	0
Cc1ccccc1C1CC(c2ccc(Br)cc2)Nc2nc(N)nn21 (centres undefined)
→ -2	-9	1.1	1	1	1	9	-5	13
Cc1ccc(Oc2ncccc2/C=N/O)cc1
→ -3	1	0.99	1	6	-9	-8	-12	-7
CCc1ccc(NC(=O)NNC(=O)c2cc3ccccc3cc2O)cc1
→ 6	-96	2	0.94	11	8	-5	-2	10
COC(=O)c1[nH]c2ccccc2c1NC(=O)CCN1CCSCC1
→ 5	-14	1.1	0.95	15	-7	4	24	5
C=C(C)Cn1c(=S)[nH]c2ccccc2c1=O
→ 15	19	0.81	0.85	9	-1	9	8	1
COc1cc(/C=N/O)cc(Br)c1OS(=O)(=O)c1ccc(C)cc1
→ -2	-6	1.1	1	31	-23	40	39	15
CC(C)CN(C(=O)COC(=O)c1cncc(Br)c1)c1c(N)n(Cc2ccccc2)c(=O)[nH]c1=O
→ -5	-19	1.2	1	1	5	5	16	10
CC1CC(C)(C)NC(=S)N1CCC(=O)Nc1ccc2c(c1)OCCO2 (centres undefined)
→ 7	-5	1.1	0.93	11	-5	1	3	-6
CSCC[C@H](NC(=O)OC(C)(C)C)C(=O)N/N=C/c1cccc2nccnc12
→ -6	-18	1.2	1.1	-2	-8	1	-1	2
Cc1ccccc1COC(=O)CCC1=NS(=O)(=O)c2ccccc2N1
→ 5	-7	1.1	0.95	12	0	-3	4	1
CCc1cc(C(=O)O)c(NC(=O)/C=C/c2ccc(OC)cc2)s1
→ 4	1	0.99	0.96	-23	2	-8	1	-6
Clc1ccc(OCCCN2CCCC2)cc1Cl
→ 12	16	0.84	0.88	11	10	3	2	4
O=C(NNC(=O)C12CC3CC(CC(C3)C1)C2)c1ccccn1
→ 8	6	0.94	0.92	16	-2	8	5	-20
COC(=O)CN(c1nc(C)c(Br)c(OC)n1)S(=O)(=O)c1ccccc1
→ 2	-8	1.1	0.98	1	2	5	33	12
CC1(C)CC(=O)C(C=NCCN2CCN(C3CC(=O)N(c4ccc(Cl)c(Cl)c4)C3=O)CC2)=C(O)C1 (centres undefined)
→ 0	2	0.98	1	44	-16	35	33	-1
CCOc1ccc(C(=O)NCC2CCCN2S(=O)(=O)c2cccs2)cc1 (centres undefined)
→ 4	8	0.92	0.95	23	-8	10	12	9
Cc1c(CC(=O)O)c(=O)oc2cc3occ(-c4ccccc4)c3cc12
→ -4	3	0.97	1	13	-10	8	16	3
COc1cc2cc(CN(Cc3cccs3)C(=S)Nc3cccc(C)c3)c(=O)[nH]c2cc1OC
→ 9	4	0.96	0.91	11	·	21	28	6
O=C(NC(=S)Nc1ccc(CN2CCOCC2)cc1)c1cccc([N+](=O)[O-])c1
→ -1	13	0.87	1	3	1	-17	-22	29
Cc1cccc(N2CCN(S(=O)(=O)c3c(C(=O)N4CCCCC4)c(C)n(C)c3C)CC2)c1C
→ 8	-9	1.1	0.93	8	13	13	27	10
NC(=O)COC(=O)CCCSc1nc2ccccc2s1
→ 5	-8	1.1	0.95	14	3	12	10	-5
COc1ccc(OC)c2c1sc(=NC(=O)c1cccc(N3C(=O)CCC3=O)c1)n2C
→ 0	0	1	1	15	1	0	-14	8
CCn1c(SCC(=O)Nc2ccc(S(N)(=O)=O)cc2)nnc1-c1ccccc1OC
→ 3	0	1	0.97	19	-12	-11	7	13
Clc1ccc(OCCCc2nc(-c3ccncc3)no2)c(Cl)c1
→ 6	-6	1.1	0.94	15	-14	7	-8	22
CC(NC(=O)c1ccco1)C(c1cccs1)N1CCN(c2ccccc2)CC1 (centres undefined)
→ -9	0	1	1.1	11	2	7	15	12
CCc1ccc(/C=C2\Oc3cc(OC(=O)N4CCOCC4)ccc3C2=O)cc1
→ 0	-3	1	1	15	-9	29	50*	24
CCN(CC)CCCNC(=O)COc1ccc2oc3c(c2c1)CCCC3
→ -6	-1	1	1.1	4	-9	1	-3	3
c1ccn2c(SCc3ccc4c(c3)OCO4)nnc2c1
→ -6	-14	1.1	1.1	11	1	12	19	5
O=C(CN(c1ccccn1)S(=O)(=O)c1ccc(F)cc1)Nc1ccccc1
→ 0	-6	1.1	1	5	0	4	7	-4
CC1(C(=O)N(CC(=O)NC2CCCC2)Cc2ccco2)CC(=O)N=C2C=CC=CN21 (centres undefined)
→ 5	-11	1.1	0.95	0	6	-6	3	-14
CCOc1cc(/C=C(\C#N)C(=O)Nc2ccccn2)ccc1O
→ 6	20	0.8	0.94	-7	-3	13	33	2
Cc1ccc(-c2c3c(=O)n(C)c(=O)n(C)c3cn2Cc2ccccn2)cc1
→ 0	-23	1.2	0.99	3	-4	-11	9	-1
Cc1ccc(C)c(CSc2ccc3nnc(-c4ccccn4)n3n2)c1
→ 1	0	1	0.99	0	-15	12	14	12
N#CC(c1ccccc1)c1ccc2c(C(F)(F)F)cc(C(F)(F)F)nc2n1 (centres undefined)
→ 20	11	0.89	0.8	8	-4	10	31	2
O=C(NCCC1=CCCCC1)c1cc(-c2ccccn2)nc2ccccc12
→ 0	-40	1.4	1	6	-4	19	15	-2
O=C(COC(=O)c1ccc(F)c(S(=O)(=O)N2CCOCC2)c1)Nc1ccc2[nH]c(=O)[nH]c2c1
→ -4	-25	1.3	1	3	-2	-51	-4	-7
COc1ccc(OC)c(NC(=O)c2c3c(nc4ccccc24)CCC3)c1
→ 6	11	0.89	0.94	-2	-4	16	22	-15
Nc1ccc2nc(SCC(=O)N3CCOCC3)sc2c1
→ -7	2	0.97	1.1	14	14	-2	9	-4
CC(C)(C)OC(=O)N1CCC[C@H]1c1nnc(SCc2c(F)cccc2Cl)o1
→ 0	-27	1.3	1	17	27	16	21	6
S=C(NCc1ccco1)N1CCC(c2nc3ccccc3o2)CC1
→ 14	-17	1.2	0.86	2	-2	-11	-5	1
O=C(O)c1cc(-c2ccc(Cl)cc2)n(-c2ccccc2)n1
→ 3	0	1	0.97	11	-2	-11	7	8
CC(=O)c1cccc(NC(=O)COC(=O)C2=COCCO2)c1
→ 4	10	0.9	0.96	-7	6	4	7	-12
Cc1ccc(C(=O)N[C@H](C(=O)OCc2cc(=O)oc3cc(C)ccc23)C(C)C)cc1
→ 6	-8	1.1	0.94	4	-10	-23	12	11
COc1ccccc1NC(=O)CCCC(=O)OCC(F)(F)C(F)F
→ -1	17	0.83	1	14	-7	17	18	-6
O=[N+]([O-])c1cccc(-n2cc3ccc([N+](=O)[O-])cc3n2)c1
→ -15	-6	1.1	1.2	-12	1	22	29	3
O=C(CN1CCN(Cc2ccc3c(c2)OCO3)CC1)Nc1ccc2[nH]c(=O)[nH]c2c1
→ 13	-12	1.1	0.87	6	-4	-18	-8	-2
COc1ccc(S(=O)(=O)/N=C2/NC(=O)/C(=C\c3cc(OC)c(OC)cc3[N+](=O)[O-])S2)cc1
→ 4	3	0.97	0.96	5	-7	0	10	11
COc1cc(OC)cc(-c2nc(SCC(=O)Nc3ccccc3F)n[nH]2)c1
→ 3	-26	1.3	0.97	13	-3	-16	4	4
Cc1ccc2oc(-c3cccc(NC(=O)Cn4cnc5c(=O)n(C)c(=O)n(C)c54)c3)nc2c1
→ -6	-13	1.1	1.1	9	·	3	0	6
O=C(NCCc1cccc(Cl)c1)c1cc2ccccc2oc1=O
→ 41*	-3	1	0.59	16	-4	-2	11	6

A different layout for two compounds above:
CC(NC(=O)c1ccco1)C(c1cccs1)N1CCN(c2ccccc2)CC1 (centres undefined)
- mIAP inh: -9
- hIAP inh: 0
- hIAP act: 1
- mIAP activ: 1.1
- NALP3 yeast inh: 11
- ATG4B inh: 2
- TIM10 inh: 7
- tim10-1 inh: 15
- Apaf-1 inh: 12
CCc1ccc(/C=C2\Oc3cc(OC(=O)N4CCOCC4)ccc3C2=O)cc1
- mIAP inh: 0
- hIAP inh: -3
- hIAP act: 1
- mIAP activ: 1
- NALP3 yeast inh: 15
- ATG4B inh: -9
- TIM10 inh: 29
- tim10-1 inh: 50*
- Apaf-1 inh: 24

The listing continues:
Values run as follows: mIAP inh	hIAP inh	hIAP act	mIAP activ	NALP3 yeast inh	ATG4B inh	TIM10 inh	tim10-1 inh	Apaf-1 inh
COc1cc(/C=N/N2CCOCC2)ccc1OC(=O)c1ccco1
→ 0	-1	1	1	-25	2	12	16	3
Cc1cc(=O)[nH]c(N/N=C/C=C/c2ccccc2)n1
→ 2	17	0.83	0.98	2	-8	21	18	5
Cc1ccc(OCc2nc(-c3ccccn3)no2)cc1
→ -4	-4	1	1	56*	0	27	32	-3
O=C(COC(=O)CCS(=O)(=O)c1ccc(F)cc1)NC1CCCCC1
→ 7	-1	1	0.93	7	0	4	11	-15
Cc1cc(OCC(=O)N(C)C)c2c(-c3ccccc3)cc(=O)oc2c1
→ -4	-5	1.1	1	-6	-9	1	2	-2
O=C(Cc1ccccc1)Nc1c2c(nn1-c1cccc(Cl)c1)CS(=O)(=O)C2
→ -1	-15	1.2	1	20	0	7	4	-3
CC(=O)N1N=C(c2ccc(Br)cc2)OC1(C)CC(=O)Nc1ccccc1 (centres undefined)
→ 2	9	0.91	0.98	21	-7	14	20	6
Cn1c(=O)n(C)c2cc([N+](=O)[O-])c(N3CCN(C(=O)c4cccc(Cl)c4)CC3)cc21
→ 12	-4	1	0.88	13	-15	26	41*	1
O=C(COC(=O)Cc1n[nH]c(=O)c2ccccc12)Nc1cccc(C(F)(F)F)c1
→ 0	-6	1.1	1	15	-8	6	-2	-3
